TDP2 inh: blocks human TDP2 phosphodiesterase activity; O95551; recombinant TDP2, T5PNP hydrolysis, p-nitrophenol absorbance 415 nm; inhibition, % at 12.8 µM; 370,000 tested, 0.34% active; AID 720702;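 active = inhibition above the mean of all tested compounds plus 3 SD, set per campaign, cut at about 25% in these data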;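 also: 0% = DMSO with enzyme and 100% = buffer with substrate but no TDP2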
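Incubation: 2 h at 37 °C; Test system: recombinant human TDP2; Quantity: enzyme 120 nM; Read-out basis: percent inhibition; Medium: 50 mM Tris-HCl pH 7.5 with Mg2+, KCl, DTT, BSA; Repeats: single replicate; Compound: 12.8 µM single point, 1% DMSO; Signal: epi absorbance; Reagent: 5 mM T5PNP chromogenic substrate; Benchmarks: no-enzyme high, DMSO-plus-enzyme low.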
PLCb3 inh: blocks human PLC-beta3 enzyme activity. Q01970. Purified PLC-beta3, fluorogenic substrate, fluorescence. inhibition, % at 12.2 µM. 370,000 tested, 0.18% active; in the data active = inhibition above about 11%;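 also: 0% = median of compound wells on plate and 100% = full blocker control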
ARFGAP1 inh: rat ARFGAP1 inhibition; Q62848; Arfgap1-stimulated ARF1 GTP hydrolysis, GDP FP detection; inhibition, % at 16.5 µM; 360,000 tested, 0.26% active; AID 651572;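 active = inhibition above a per-plate limit, mean inhibition of low control wells plus 3 SD, cut at about 25% in these data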;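 also: 0% = DMSO wells with enzyme and 100% = wells lacking Arfgap1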
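system = rat Arfgap1 catalytic domain, aa 1-136 | technique = FP, GDP Alexa 633 tracer displaced from anti-GDP antibody, 620/688 nm | compound = one concentration, 16.5 µM, DMSO 1.26% | medium = HEPES-based buffer, pH 7.5 | timing = compound-enzyme preincubation 20 min, reaction 120 min, detection 60 min, 25 °C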
PLC-gamma1 inh: PLC-gamma1 (human) inhibition, primary screen | P19174 | purified PLC-gamma1, fluorogenic substrate, fluorescence | inhibition, % at 12.2 µM | 370,000 tested, 0.84% active | AID 720700; in the data active = inhibition above about 9.5%
Target sequence (P19174 whole entry, looked up): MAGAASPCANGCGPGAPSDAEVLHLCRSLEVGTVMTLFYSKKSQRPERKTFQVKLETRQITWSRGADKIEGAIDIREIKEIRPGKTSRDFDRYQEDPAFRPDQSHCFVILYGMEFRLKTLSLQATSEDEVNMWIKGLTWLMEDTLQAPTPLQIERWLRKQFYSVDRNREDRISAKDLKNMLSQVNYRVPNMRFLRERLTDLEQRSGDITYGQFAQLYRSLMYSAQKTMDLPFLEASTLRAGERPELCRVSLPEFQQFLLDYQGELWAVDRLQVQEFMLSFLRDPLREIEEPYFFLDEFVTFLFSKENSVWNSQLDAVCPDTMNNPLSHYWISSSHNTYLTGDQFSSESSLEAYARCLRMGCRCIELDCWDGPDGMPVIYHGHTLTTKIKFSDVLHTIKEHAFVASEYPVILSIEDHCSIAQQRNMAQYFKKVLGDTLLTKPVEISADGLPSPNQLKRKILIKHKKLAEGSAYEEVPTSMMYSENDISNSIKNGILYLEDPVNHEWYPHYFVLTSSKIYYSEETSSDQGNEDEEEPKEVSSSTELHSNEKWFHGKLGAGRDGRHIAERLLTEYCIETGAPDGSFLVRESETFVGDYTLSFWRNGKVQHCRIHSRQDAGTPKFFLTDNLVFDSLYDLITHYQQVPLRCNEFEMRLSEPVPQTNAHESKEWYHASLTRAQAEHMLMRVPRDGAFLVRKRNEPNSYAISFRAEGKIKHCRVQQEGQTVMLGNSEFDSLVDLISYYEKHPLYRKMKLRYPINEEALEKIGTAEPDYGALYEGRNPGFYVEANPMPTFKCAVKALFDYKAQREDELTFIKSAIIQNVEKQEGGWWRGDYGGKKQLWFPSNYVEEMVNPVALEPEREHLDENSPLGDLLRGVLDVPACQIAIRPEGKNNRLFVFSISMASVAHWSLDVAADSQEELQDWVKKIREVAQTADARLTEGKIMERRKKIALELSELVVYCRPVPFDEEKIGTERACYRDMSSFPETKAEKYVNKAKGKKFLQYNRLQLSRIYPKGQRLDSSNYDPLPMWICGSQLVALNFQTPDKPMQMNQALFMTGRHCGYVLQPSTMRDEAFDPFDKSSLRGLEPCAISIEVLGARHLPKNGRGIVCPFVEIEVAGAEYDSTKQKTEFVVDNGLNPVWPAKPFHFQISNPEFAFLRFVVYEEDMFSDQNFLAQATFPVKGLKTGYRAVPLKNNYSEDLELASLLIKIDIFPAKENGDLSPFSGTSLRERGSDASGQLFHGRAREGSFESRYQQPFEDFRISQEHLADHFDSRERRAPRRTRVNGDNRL
ADAM10 inh: inhibitors of human ADAM10 | 370,000 tested, 0.62% active | recombinant ADAM10, EDANS/DABCYL FRET peptide cleavage, 3 h | inhibition, % at 7 µM | O14672;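 active = inhibition above a per-campaign cutoff equal to the mean of compounds falling between control-based bounds plus 3 SD, cut at about 20% in these data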;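 also: 0% = DMSO wells while the 100% control is not disclosed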
ASAP1 inh: blocks human ASAP1-stimulated Arf1 GTP hydrolysis | GDP FP detection | 360,000 tested, 0.19% active | inhibition, % at 16.5 µM | Q9ULH1; in the data active = inhibition above about 25%;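 also: 0% = vehicle with enzyme and substrate and 100% = no enzyme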
DDE Tn7 FP inh: DD(E)-Tn7 binding inhibition, primary FP screen | P02675 | 370,000 tested, 0.13% active | inhibition, % at 8.3 µM | FP displacement of FITC-Tn7 peptide from fibrin DD(E); 0% = median of compound wells per plate;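 active = inhibition above the mean of compounds falling within the control limits plus 3 SD of them, cut at about 14% in these data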;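 also: 0% = plate median of compound wells and 100% = 10 µM Aha-Tn7 peptide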
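System: human fibrin DD(E); quantity: Fibrin-DD(E) at 2 µM final; also added: fluorescent Tn7 probe at 0.1 µM; compound dosing: single nominal test concentration of 8.3 µM per compound; schedule: 10 min preincubation, 3 h with tracer, room temperature; detection: fluorescence polarization of the labelled Tn7 tracer; repeats: one replicate per compound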
Tn6 DDE FP: inhibitors of Tn6 peptide binding to human fibrin DD(E); P02675; Fibrin DD(E) TRITC-Tn6 fluorescence polarization displacement; inhibition, % at 8.3 µM; 370,000 tested, 0.21% active; AID 720509;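 active = inhibition above a per-campaign cutoff: mean of compounds within control limits plus 3 SD, cut at about 15% in these data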;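 also: 0% = median of all compound wells on the plate and 100% = blocking peptide control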
ADAM17 inh: inhibits human ADAM17; P78536; recombinant ADAM17, EDANS/DABCYL FRET peptide cleavage; inhibition, % at 6.95 µM; 370,000 tested, 0.83% active; AID 720648;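 active = inhibition above the mean of compounds lying between control limits plus 3 SD, set per campaign, cut at about 8.5% in these data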;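 also: 0% = DMSO-only wells as the low control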
SIAE inh: inhibitors of human sialic acid acetylesterase SIAE | AID 1053197 | 370,000 tested, 0.69% active | Q9HAT2 | inhibition, % at 9.66 µM | SIAE FP-Rh probe binding, fluorescence polarization;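 active = inhibition above a cutoff: mean of compounds within the control limits plus 3 SD of those, cut at about 17% in these data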;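 also: 0% = plate median of compound wells and 100% = probe without SIAE protein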
* marks the source's active call; other numbers are inactive results; . = no result given.

SMILES | TDP2 inh | PLCb3 inh | ARFGAP1 inh | PLC-gamma1 inh | ADAM10 inh | ASAP1 inh | DDE Tn7 FP inh | Tn6 DDE FP | ADAM17 inh | SIAE inh
CC(C)(C)c1cc(C(=O)N/N=C/c2ccccc2O)n(-c2ccccc2)n1 | -15.0 | -7.3 | 13.5 | -9.3 | -4.6 | 3.1 | -6.7 | -5.0 | -5.3 | -4.5
CCCN(Cc1nnc(-c2cccs2)o1)C(=O)CN1C(=O)NC2(CCCCC2C)C1=O (configuration not stated) | -2.3 | -11.1 | 1.1 | 4.0 | -19.2 | -7.8 | 8.5 | -7.0 | 0.6 | -2.7
Cc1nnc(SCC(=O)NC2CC2)n1-c1ccccc1 | -7.2 | 0.5 | -2.7 | -0.4 | -15.1 | -1.2 | 4.8 | 1.0 | -4.7 | -2.8
Cc1ccccc1N1C(=O)CN(Cc2sccc2C)C1=S | -5.9 | -2.3 | 0.7 | -2.4 | -5.5 | -5.2 | 2.3 | 1.6 | -1.6 | 3.8
Cc1cc(C)nc(N2CCC(C(=O)NCCc3ccc(F)cc3)CC2)n1 | 6.6 | -1.4 | 5.1 | -0.3 | -1.3 | 1.1 | 2.5 | -6.1 | -5.2 | 11.1
Cc1noc(C)c1C(=O)Nc1ccc(C#N)cc1 | 11.3 | -1.6 | -9.9 | 1.6 | 5.8 | -8.9 | 5.2 | 4.7 | -0.8 | 3.4
CCC(CC)c1nnc(NC(=O)c2cc(C(=O)OC)cc([N+](=O)[O-])c2)s1 | -12.7 | -0.1 | -9.1 | 11.8* | 11.3 | 5.0 | -2.9 | 3.1 | 5.8 | -1.1
CC(C)(C)Cc1c(-c2cccc(Cl)c2)nc2ccc(Cl)cn12 | -7.7 | -26.9 | -2.1 | -21.0 | -15.5 | -1.8 | -2.2 | 3.8 | -6.5 | 0.9
COc1ccc(NC(=O)c2cc(C)nc3ccccc23)cc1S(=O)(=O)N1CCOCC1 | 5.1 | 3.1 | -9.2 | 2.4 | -2.5 | 8.8 | 5.0 | 1.5 | -0.9 | 3.0
CCOC(=O)c1c(NC(=O)CCCN2CCOCC2)sc2c1CC(C)(C)OC2 | -0.6 | -5.0 | 7.4 | 0.1 | -5.3 | -3.0 | -2.7 | -1.6 | -5.8 | -3.4
Cc1ccc(OCc2occc2C(=O)O)cc1 | -1.9 | -8.4 | -5.1 | 1.4 | -7.6 | -2.9 | -0.1 | 8.3 | -2.5 | 4.7
N=c1c2c(ccn1CCCCc1ccccc1)Oc1ccc3ccccc3c1C2c1ccccc1 (configuration not stated) | 10.4 | 0.7 | . | 1.3 | 19.8 | . | 0.0 | -7.3 | 9.6* | -61.6
Nc1ccc(C(=O)N/N=C/c2cn(Cc3ccccc3F)c3ccccc23)cc1 | -4.1 | -73.3 | 9.9 | -52.0 | -3.9 | -1.6 | 6.2 | -5.8 | -5.2 | 20.3*
COCc1cc(=O)[nH]c(Nc2nc3ccccc3o2)n1 | -4.3 | 6.4 | 13.4 | -0.5 | 1.6 | 4.5 | -3.9 | -11.4 | -4.5 | 0.9
COc1ccc(NC(=O)CSc2nnc(N)s2)cc1S(=O)(=O)N1CCCCC1 | 4.6 | -3.3 | -9.7 | -2.6 | 1.9 | -13.5 | 2.8 | 5.5 | 0.6 | 4.7
CC1C(c2ccccc2)=[N+]([O-])C2(CCCCC2)N1O (configuration not stated) | 2.7 | 1.6 | 7.3 | 0.1 | -7.5 | -2.9 | 1.4 | -0.3 | -3.2 | 0.6
CCC(=O)N(c1ccc(F)cc1)C1C=CS(=O)(=O)C1 (configuration not stated) | 2.0 | 1.2 | 3.8 | 2.8 | 5.7 | -3.6 | -3.1 | 0.4 | -2.3 | -8.1
CN1C(=O)N(C)C2(c3ccccc3)N(C)C(=O)NC12c1ccccc1 (configuration not stated) | -1.5 | 4.6 | 4.2 | 5.5 | 0.3 | 6.9 | -3.2 | -9.4 | 1.4 | 0.1
Cc1ccc[n+](CC(=O)/C=C2\N(C)c3ccccc3C2(C)C)c1 | -2.9 | 9.0 | -3.8 | 3.5 | 11.9 | -6.4 | -3.4 | -2.9 | 4.0 | 5.5
COc1ccc(Cn2c(=O)cc(C)[nH]c2=S)cc1 | -7.7 | -2.4 | 8.3 | 1.8 | 4.1 | -15.2 | -3.0 | -3.1 | -2.0 | 0.3
Cc1c(C(=O)N2CCOCC2)[nH]c2c1C(=O)CC(c1ccccc1Cl)C2 (configuration not stated) | 10.7 | 0.5 | 2.0 | -2.1 | 0.2 | 7.8 | 3.0 | -1.6 | -1.4 | 5.2
CCc1cccc(C)c1NC(=O)c1ccc2c(c1)CCN2S(C)(=O)=O | 14.3 | -4.9 | 1.3 | 1.3 | 5.9 | 0.6 | 0.3 | 4.5 | 0.3 | -5.7
CCCCNC(=O)c1cn(CC)c2cc(N3CCN(C(=O)c4ccco4)CC3)c(F)cc2c1=O | -6.4 | -96.9 | -5.8 | -72.6 | -149.3 | 3.7 | 1.3 | 2.8 | -45.9 | -5.2
O=C(c1cc(-c2ccncc2)nc2ccc(Cl)cc12)N1CCN(C(=O)C2CCCO2)CC1 (configuration not stated) | -9.4 | -1.6 | 2.6 | 0.6 | 4.6 | 0.7 | -3.4 | -1.5 | 0.3 | 2.6
Cc1ccccc1CSc1ccc(S(=O)(=O)N2CCCC2)cn1 | 5.4 | 0.4 | -3.4 | -1.3 | 2.8 | 6.0 | -7.7 | -9.6 | 0.3 | 5.1
COc1cc(C(=O)OCC(=O)Nc2ccc3c(c2)OC(F)(F)O3)ccc1OCc1c(C)noc1C | 0.0 | 2.1 | 20.8 | 2.2 | 12.1 | 10.5 | 3.1 | 11.1 | 1.1 | -37.5
COc1ccc(CNC2CCC23CCC(C)CC3)cc1OC (configuration not stated) | -1.6 | 0.9 | . | -1.3 | -0.9 | . | 5.5 | 6.8 | 0.1 | -5.7
COCC(=O)Nc1nnc(-c2cccs2)s1 | 4.0 | -10.3 | 7.2 | -11.3 | -39.7 | -1.4 | 2.5 | -1.6 | -10.2 | -0.7
O=C(COC(=O)/C=C/c1ccc([N+](=O)[O-])cc1)NNC(=O)c1ccccc1 | 6.4 | 3.9 | 8.8 | 0.9 | -7.5 | -14.2 | 0.2 | -0.2 | -1.4 | -2.8
O=C(NN1C(=O)c2ccccc2NC1c1cccnc1)c1ccccc1 (configuration not stated) | 12.0 | -81.5 | 7.2 | -67.9 | -179.5 | -5.9 | -8.2 | 1.3 | -57.0 | 4.4

Reformatted: results already given.
mol: CCCCNC(=O)c1cn(CC)c2cc(N3CCN(C(=O)c4ccco4)CC3)c(F)cc2c1=O
- TDP2 inh = -6.4
- PLCb3 inh = -96.9
- ARFGAP1 inh = -5.8
- PLC-gamma1 inh = -72.6
- ADAM10 inh = -149.3
- ASAP1 inh = 3.7
- DDE Tn7 FP inh = 1.3
- Tn6 DDE FP = 2.8
- ADAM17 inh = -45.9
- SIAE inh = -5.2
mol: O=C(c1cc(-c2ccncc2)nc2ccc(Cl)cc12)N1CCN(C(=O)C2CCCO2)CC1 (configuration not stated)
- TDP2 inh = -9.4
- PLCb3 inh = -1.6
- ARFGAP1 inh = 2.6
- PLC-gamma1 inh = 0.6
- ADAM10 inh = 4.6
- ASAP1 inh = 0.7
- DDE Tn7 FP inh = -3.4
- Tn6 DDE FP = -1.5
- ADAM17 inh = 0.3
- SIAE inh = 2.6

Continued:
SMILES | TDP2 inh | PLCb3 inh | ARFGAP1 inh | PLC-gamma1 inh | ADAM10 inh | ASAP1 inh | DDE Tn7 FP inh | Tn6 DDE FP | ADAM17 inh | SIAE inh
COc1ccc(C)cc1-n1nnnc1SCC(=O)NC1CC1 | -1.5 | -2.4 | -7.4 | 2.7 | 10.1 | 3.3 | -0.6 | 6.5 | -1.2 | 4.2
CC(=O)c1cccc(NC(=O)COc2ccc(S(=O)(=O)N3CCCCC3)cc2)c1 | 1.7 | -0.1 | 10.1 | 0.2 | 1.6 | 1.9 | 0.1 | 2.8 | -6.2 | 2.8
CCOC(=O)[C@@]12CCCC3=C1N(CCC3)C(=O)[C@H]2CC(=O)NCc1cccc2ccccc12 | 3.5 | 3.1 | . | 0.8 | 3.1 | . | 4.0 | -4.5 | 1.2 | 1.4
CCN1CCN(C(=O)Cn2ncc3c([nH]c4ccccc43)c2=O)CC1 | -10.1 | -8.8 | 5.2 | -1.4 | -22.5 | -7.4 | -3.4 | 5.9 | -1.4 | 2.9
COc1ccc(-c2cnc(SCCNC(=O)c3ccc4c(c3)OCO4)[nH]2)cc1 | -7.3 | -3.9 | 7.0 | 4.4 | -6.0 | 0.5 | -4.7 | 5.2 | 3.2 | 5.5
N#Cc1ccc(S(=O)(=O)N2CCN(C(=O)[C@@H]3CCCN3C(=O)c3cccs3)CC2)cc1 | 0.1 | -5.3 | 8.8 | -3.1 | -4.3 | -11.9 | -3.9 | -3.2 | 1.0 | -0.1
O=C(Nc1nccs1)c1ccccn1 | 15.2 | 1.1 | 19.3 | 2.1 | -9.9 | -2.1 | -4.5 | 1.6 | -2.1 | -0.3
N#Cc1ccc(COC(=O)CSc2nnc(N)s2)cc1 | 11.1 | -1.9 | -4.1 | -1.0 | -2.5 | -10.9 | -3.0 | -0.1 | -5.2 | 0.5
Cn1c(C(=O)NCCCN2CCN(c3ccc(F)cc3)CC2)cc2c(=O)n(C)c3ccccc3c21 | -1.7 | -0.2 | -4.4 | 0.0 | -15.4 | 1.1 | 1.0 | 1.6 | -5.2 | 10.6
COc1ccc(S(=O)(=O)N2CC(C(=O)O)Oc3ccc(CC(=O)O)cc32)cc1 (configuration not stated) | -3.0 | 1.0 | -3.5 | 2.4 | -3.4 | -10.4 | -1.7 | -0.3 | -6.4 | 11.6
Cc1nc2c(ncn2-c2ccccc2)c(=O)n1NC(=O)CN1CCCC1 | -1.8 | -5.0 | 14.9 | 6.9 | -3.6 | 7.0 | 0.7 | 2.2 | -1.1 | 0.6
CCOC(=O)[C@]12CCCC=C1N(Cc1ccc(Cl)cc1Cl)C(=O)[C@H](CC(=O)NCCCN1CCCC1=O)C2 | 0.1 | -1.1 | -2.2 | -2.1 | -4.3 | 9.8 | 0.6 | 0.9 | -2.2 | -0.1
CNC(=S)N/N=C/c1cn(Cc2ccc(C)cc2)c2ccccc12 | 1.3 | 2.4 | 7.1 | 0.1 | 14.9 | 2.6 | 6.4 | -2.1 | 8.0 | 18.3*
Cc1c(C(=O)N2CC(C)OC(C)C2)sc2nc(-c3ccccc3)cn12 (configuration not stated) | -21.0 | -2.9 | 10.6 | 3.2 | -5.1 | -4.3 | -5.9 | -7.4 | -3.9 | 0.8
O=C(/C=C\c1ccc(-c2ccccc2)o1)c1ccccc1 | 10.5 | -34.8 | 6.3 | -27.3 | -4.4 | 13.6 | -2.3 | -0.1 | -0.7 | -1.0

Bioassay records: PubChem, The Scripps Research Institute Molecular Screening Center
